RMI FANCM FP – RMI-FANCM interaction inhibition. AID 1159607. 70,000 compounds, 0.58% hits. FP signal (polarization) at 33 µM. Fluorescence polarization, RMI core complex with F-MM2 peptide; hits give low values; in the data active = FP signal below about 40; also: inactives centre near 61; strong numbers were not always called active; unit not given here
* = called active by the depositor; & = joins results of further samples. An excerpt; rates above refer to the full screens.

SMILES | RMI FANCM FP
CS(=O)(=N/C=C(\C#N)C(=O)c1cccs1)c1ccc(OC(=O)c2ccc(Cl)cc2)cc1 (centres undefined) | 64
CCn1ccc(C(=O)Nc2nc(-c3ccncc3)cs2)n1 | 61
O=C(NCC(c1ccsc1)N1CCOCC1)C(=O)Nc1ccc2c(c1)OCCO2 (centres undefined) | 58
O=C(Cc1cc(=O)[nH]c(SCc2cccc(Cl)c2)n1)NCc1cccnc1 | 57
Cc1cc(C)c2ccc(N)nc2n1 | 62
O=C(/C=C/c1ccc(O)cc1)c1ccc(O)cc1O | 216
CSC1=NC=C(C#N)C2=NC(c3ccc4c(c3)OCO4)NN12 (centres undefined) | 61
O=S(=O)(NCCOc1ccc2nnc(-c3cccc(F)c3)n2n1)c1ccccc1Cl | 68
COc1cc(C(=O)Nc2nnc(Cc3cccs3)o2)cc(OC)c1OC | 71
COC(=O)c1ccc(C(=O)Nc2cc(C)nn2-c2nc3ccc(F)cc3s2)cc1 | 63
Cc1cc(C)n(CC(=O)Nc2cccc(Cl)c2)c(=O)c1C#N | 57
CN(C)c1ccc(CCCNC(=O)C(C)(C)C)cc1 | 73
C=CCn1c(SCC(=O)NC2CCCCC2)nc2sc(CC)cc2c1=O | 62
O=S(=O)(Nc1cccc(C(F)(F)F)c1)c1cccc2cccnc12 | 74
Cc1cc(C)n(CCc2nc3c4ccccc4nc(NCCc4c[nH]c5ccccc45)n3n2)n1 | 60
O=C(CSCc1ccco1)Nc1nccs1 | 57
Cn1c(SCC(=O)Nc2ccc(F)cc2F)nc2cc(-c3ccccc3)sc2c1=O | 60
COc1cc(NC(=O)COc2ccccc2[N+](=O)[O-])c(OC)cc1Cl | 69
Cn1c(SCC(=O)N2CCCCC2)nc2c(-c3ccccc3)csc2c1=O | 88
O=C(Nc1ccc(SCCCC(=O)N2CCN(c3ccccc3F)CC2)nn1)C1CC1 | 65
CCOC(=O)NC(=S)Nc1ccc(C(C)(C)C)cc1 | 56
CCOC(=O)c1c(NC(=O)c2ccc3c(c2)OCCO3)sc2c1CCC(C)C2 (centres undefined) | 73
Cc1ccc(C)c(S(=O)(=O)N2CCCC(c3nnc(-c4cccs4)o3)C2)c1 (centres undefined) | 61
Cc1ccccc1-c1nc(NC(=O)CSc2nc3sc(C)c(C)c3c(=O)n2-c2ccccc2)ns1 | 76
COc1ccc(NC(=O)c2ccc(S(=O)(=O)N3CCCC3)cc2)c([N+](=O)[O-])c1 | 61

Gathered by group, those above containing a Cl atom.
SMILES | RMI FANCM FP
CS(=O)(=N/C=C(\C#N)C(=O)c1cccs1)c1ccc(OC(=O)c2ccc(Cl)cc2)cc1 (centres undefined) | 64
O=C(Cc1cc(=O)[nH]c(SCc2cccc(Cl)c2)n1)NCc1cccnc1 | 57
O=S(=O)(NCCOc1ccc2nnc(-c3cccc(F)c3)n2n1)c1ccccc1Cl | 68
Cc1cc(C)n(CC(=O)Nc2cccc(Cl)c2)c(=O)c1C#N | 57
COc1cc(NC(=O)COc2ccccc2[N+](=O)[O-])c(OC)cc1Cl | 69

In the list so far, 2 contain a tert-butyl group:
SMILES | RMI FANCM FP
CN(C)c1ccc(CCCNC(=O)C(C)(C)C)cc1 | 73
CCOC(=O)NC(=S)Nc1ccc(C(C)(C)C)cc1 | 56

Later entries:
SMILES | RMI FANCM FP
O=C(NC1CCS(=O)(=O)C1)c1sc2ccccc2c1Cl (centres undefined) | 50
O=C(CSc1nncc(=O)[nH]1)Nc1cccc(Cl)c1Cl | 54
COc1cc2c(c(O)c1OC)C(=O)C(OC)CCC2 (centres undefined) | 58
CCn1c(SCC(=O)Nc2ccc3c(c2)OCO3)nc2sc3c(c2c1=O)CCCC3 | 87
CCSc1ccc(CC(=O)Nc2nnc(-c3cc(C)n(C)n3)o2)cc1 | 62
c1csc(-c2nc3ccccc3s2)c1 | 62
CCc1cccc(C)c1NC(=O)Cn1cnc2c(-c3ccccc3)csc2c1=O | 75
O=C(Nc1ccc(N2CCN(c3ncccc3C(F)(F)F)CC2)nc1)Nc1ccc(F)cc1F | 53
Clc1ccc(-c2csc(CN3CCNCC3)n2)cc1 | 80
CCNC(=O)CCc1csc(NC(=O)Nc2ccccc2)n1 | 64
O=C(CSc1nc(-c2cccs2)cc(C(F)(F)F)n1)N1CCOCC1 | 60
CN(C)C(=S)Sc1c(O)c2ccccc2n(C)c1=O | 62
C=CCN1C(=O)C(C)(C)COc2cc(NS(=O)(=O)c3c(C)c(C)cc(C)c3C)ccc21 | 64
CN1CCN(c2ccc(-c3ccc(NC(=O)Nc4cccc(Cl)c4)cc3)nn2)CC1 | 125
Cc1onc(-c2c(F)cccc2Cl)c1C(=O)NC(=S)NCC(=O)c1ccccc1 | 61
Cc1cc(NC(=O)CSc2nncc(=O)n2N)no1 | 59
COc1ccc(CCNC(=O)N2CCCC(c3nnc(-c4cccs4)o3)C2)cc1 (centres undefined) | 62
Cc1ccc(NC(=O)c2ccc(=O)n(C)n2)cc1Cl | 62
Cc1ccc(SCC(=O)N2CCOCC2)cc1 | 60
CC(C)(C)C(=O)Nc1ncnc2sc3c(c12)CCCC3 | 58
CCOc1cccc2sc(NCCCN(C)C)nc12 | 73
O=C(N/N=C/c1c(Cl)cccc1Cl)c1nc(CS(=O)(=O)c2ccc(Cl)cc2)no1 | 55
COCCN(CC(O)Cn1c2ccccc2c2ccccc21)C(=O)Nc1ccc(Cl)cc1 (centres undefined) | 44
O=C1c2ccccc2C(=O)N1CCCSc1nnc(-c2ccc3c(c2)OCO3)n1-c1ccccc1 | 60
CC(C)C1C2CCC(C2)C1N (centres undefined) | 64

(next part)
SMILES | RMI FANCM FP
CCc1ccc2ncc(S(=O)(=O)c3ccc(C)cc3)c(NCc3ccc(F)cc3)c2c1 | 61
Cn1nnc2c(N3CCc4ccccc43)ncnc21 | 53
Cc1cccc(NC(=O)Cn2nc3n(c(=O)c2=O)CCN3c2ccccc2)c1C | 60
CC12CC(NC(=O)N1c1ccc(F)c(F)c1)c1cc(Cl)ccc1O2 (centres undefined) | 57
Cc1cc(C)n(-c2c3c(nc4c(-c5ccccc5)c(C)nn24)CCC3)n1 | 62
Cc1ccc(S(=O)(=O)Nc2ccc(-c3ccc4nncn4n3)cc2)cc1 | 63
CC(C)(C)NCC(O)COc1ccc(C23CC4CC(CC(C4)C2)C3)cc1 (centres undefined) | 72
COCCn1c(C)cc(C(=O)CSc2cc(C)c3ccccc3n2)c1C | 65
CCOC(=O)c1c(NC(=O)c2cc(OC)cc(OC)c2)sc2c1CCC(C)C2 (centres undefined) | 72
Cc1cc(C)c2c(n1)sc1c(=O)n(CC(=O)Nc3ccccc3F)cnc12 | 115

Later entries:
SMILES | RMI FANCM FP
CC(=O)Oc1cccc(C(=O)O)c1OC(C)=O | 60
Cc1nc(Nc2ccccc2)sc1C(=O)c1cc2ccccc2s1 | 75
COc1ccc(N2C(=O)CC(Sc3ccccc3C(=O)O)C2=O)c([N+](=O)[O-])c1 (centres undefined) | 65
C#CC1(NC(=O)/C=C/C(=O)O)CCCCC1 | 60
CC(=O)N1CCc2c(sc(NC(=O)c3cc(-c4cccs4)nc4ccccc34)c2C(N)=O)C1 | 56
Clc1cc(Cl)c2nc(N3CCN(c4ccccc4)CC3)sc2c1 | 59
O=C(Cc1ccc(Br)cc1)Nc1cccc(-c2cn3c(n2)SCC3)c1 | 67
COc1ccc(C(Sc2ccc(Cl)cc2)C2CCc3ccccc3C2=O)cc1OC (centres undefined) | 66
O=C(NCCCN1CCOCC1)C1CC(=O)N(c2ccccc2)C1 (centres undefined) | 56
Cc1ccc(-n2c(N)c(C(=O)NC3CCCCC3)sc2=S)cc1 | 60

(more compounds)
SMILES | RMI FANCM FP
Cc1nnc(SCC(=O)NC(C)(C)C)c2c1cnn2-c1ccccc1 | 60
O=C(CC(=O)Nc1ccc(OC(F)F)cc1)Nc1ccc(OC(F)F)cc1 | 74
CCN(CC)CCN(C(=O)c1cccc(N2C(=O)CCC2=O)c1)c1nc2ccc(OC)cc2s1 | 82
CCc1ccc(-c2csc(NC(=O)C3CCN(S(C)(=O)=O)CC3)n2)cc1 | 64
COc1ccc(C(=O)c2sc(Nc3ccccc3)nc2C)cc1 | 56
C#CCN1C(C)=C(C(=O)OC)C(c2cccc([N+](=O)[O-])c2)C(C(=O)OCC)=C1C (centres undefined) | 56
CC(Oc1ccccc1)C(=O)N1CCN(Cc2nc(-c3ccco3)cs2)CC1 (centres undefined) | 62
Fc1ccccc1Nc1nc(N2CCCC2)nc(N2CCCC2)n1 | 53
CN(C)c1ccc(C(CNC(=O)c2ccc([N+](=O)[O-])cc2Cl)N2CCOCC2)cc1 (centres undefined) | 53
O=S(=O)(CCSCc1csc2ccccc12)c1ccc(Cl)cc1Cl | 56

The results go on.
SMILES | RMI FANCM FP
CCOC(=O)CSc1nnc(-c2ccccc2)c(=O)n1-c1ccccc1 | 53
Cc1cc(C)c(C#N)c(SCC(=O)Nc2c(C#N)cnn2-c2ccccc2)n1 | 59
Cc1ccc(-c2nc3ccccc3s2)cc1S(=O)(=O)N1CCOCC1 | 59
Cn1nccc1C(=O)Nc1ccc(S(C)(=O)=O)cc1 | 69
CS(=O)(=O)c1ccc(Nc2nc(C(=O)Nc3ccc4c(c3)OCCO4)cs2)cc1 | 64
Cc1ccc(C(=O)c2ccc(C)cc2)cc1 | 61
Cc1nc(NC(=O)c2cccc(Br)c2)sc1C | 65
Cc1cc(NC(=O)c2cc3ccccc3o2)n(-c2nc(-c3cccs3)cs2)n1 | 81
O=C(Cc1csc(Nc2cccc(Cl)c2)n1)NCc1cccs1 | 69
CCc1ccc(S(=O)(=O)Nc2ccc3c(c2)NC(=O)C(C)(C)CO3)s1 | 61

(further entries)
SMILES | RMI FANCM FP
CC(=O)Nc1ccc(NC(=O)C(=O)NCC2CCN(Cc3ccccc3)CC2)cc1 | 71
CCS(=O)(=O)N1CCc2ccc(NC(=O)Cc3ccc(F)cc3)cc2C1 | 61
O=C(CSc1nc2ccccc2c(=O)[nH]1)N1CCOCC1 | 59
COc1ccc(S(=O)(=O)N2CCC(c3nnc(-c4ccco4)o3)CC2)cc1 | 63
COc1ccc(OC)c(/C(N)=N\O)c1 | 54
COc1ccc(NS(=O)(=O)c2cc3c4c(c2)CC(=O)N4CCC3)c([N+](=O)[O-])c1 | 52
O=c1ccc2ccc(O)c(O)c2o1 | 55&64
CC(=O)O[C@@H]1CC2C(C)(C)[C@H](O)C[C@H](O)[C@]2(C)C2CC[C@@]3(C)[C@H](c4ccoc4)OC(=O)[C@H]4O[C@]43[C@@]21C (some centres undefined) | 56
Cc1noc(C)c1S(=O)(=O)N(Cc1ccccc1)C(C)C | 59
CC(C)NC(=O)NNC(=O)c1nc(-c2ccccn2)n[nH]1 | 58

Next results follow.
SMILES | RMI FANCM FP
CCc1ccc(NC(=O)CSc2ncc(S(=O)(=O)c3cccs3)c(N)n2)cc1 | 81
COc1ccccc1NC(=O)Nc1nc(CC(=O)N2CCN(c3ccccc3Cl)CC2)cs1 | 59
Fc1ccc(NC(=S)Nc2ccc3cn[nH]c3c2)cc1 | 52
CCN(CC)CCNC(=O)c1cc(OC)c(OC)c(OC)c1 | 68
CCOC(=O)N1CCN(C(=O)CSc2ccc(-c3cccs3)nn2)CC1 | 62
Cn1ccc(C(=O)Nc2nc(-c3cccnc3)cs2)n1 | 69
Cc1onc(-c2ccccc2Cl)c1C(=O)N1CCCN2C(=O)c3ccccc3C21 (centres undefined) | 55
COc1ccc(NC(=O)CSc2nnc3cc(C)c4ccccc4n23)cc1 | 85
COc1ccc2oc(-c3csc(NC(=O)CCCS(=O)(=O)c4ccc(F)cc4)n3)cc2c1 | 75
CS(=O)(=N/C=C(\C#N)C(=O)c1ccc(Cl)cc1)c1ccc(Cl)cc1 (centres undefined) | 62

(continued)
SMILES | RMI FANCM FP
CC(Oc1cccc(F)c1)C(=O)N1CCN(c2ccc3nncn3n2)CC1 (centres undefined) | 75
O=C(NCCc1ccc(F)cc1)Nc1c[nH]c2ccccc12 | 53
CN(C)c1ccc(C2CC(=O)C=C(NCCSCc3ccc(F)cc3)C2)cc1 (centres undefined) | 81
O=C(c1ccco1)N1CCc2ccc(NS(=O)(=O)c3cccc(F)c3)cc21 | 66
CCOc1ccc(OCC(=O)Nc2cc(C)nn2-c2nc(-c3cccs3)cs2)cc1 | 104
CCOC(=O)c1c(NC(=O)COc2ccc(Cl)c(C)c2)sc(C(C)=O)c1C | 70
N#CCSc1nnc(NC(=O)c2ccccc2)s1 | 44
CC(C)=C1SC(=S)N(CC(=O)Nc2ccc(O)cc2)C1=O | 74
O=C(CCCN1C(=O)c2cccc3cccc(c23)C1=O)Nc1nc(-c2ccc(Cl)cc2)cs1 | 59
O=C(Cn1cccc(-c2nc(-c3ccc(Br)cc3)no2)c1=O)NCc1ccc(F)cc1 | 62

Other results
SMILES | RMI FANCM FP
O=C(O)Cc1noc2ccccc12 | 53
Cc1ccc2nc(NC(=O)Cc3csc(NC(=O)Nc4ccc(Cl)cc4)n3)sc2c1 | 83
CN(Cc1ccccc1)C(=O)CCn1cnc2c(cnn2-c2ccc(F)cc2)c1=O | 79
Cc1ccc(-c2csc(NC(=O)c3ccc([N+](=O)[O-])s3)n2)cc1 | 55
COc1ccc(S(=O)(=O)N2CCOCC2)cc1C(=O)NCc1ccc2c(c1)OCO2 | 65
NC(=O)Cc1nc(-c2ccccc2)cs1 | 62
C=CCN1C(=O)/C(=C\c2cc(C)n(-c3ccc(F)cc3)c2C)C(C(=O)OC)=C1C | 31*
COc1ccc(CCN(C)CCCC(C#N)(c2ccc(OC)c(OC)c2)C(C)C)cc1OC (centres undefined) | 59&64&69
CCN1C(=O)c2cccc3c(S(=O)(=O)Nc4ncccc4C)ccc1c23 | 55
Cc1cc(NC(=O)c2cc(Cl)ccc2Cl)n(C(C)C)n1 | 68

3 of the entries above in order of the RMI FANCM FP value, smallest number first.
SMILES | RMI FANCM FP
O=C(O)Cc1noc2ccccc12 | 53
CCN1C(=O)c2cccc3c(S(=O)(=O)Nc4ncccc4C)ccc1c23 | 55
Cc1ccc2nc(NC(=O)Cc3csc(NC(=O)Nc4ccc(Cl)cc4)n3)sc2c1 | 83

(continued)
SMILES | RMI FANCM FP
O=c1[nH]cnc2c1cnn2CCO | 70
COc1ccc(-c2ccc(N3CCCC(C(=O)N4CCOCC4)C3)nn2)cc1 (centres undefined) | 61
C=CCN1C(=O)CS/C1=N/NC(=O)c1ccccc1 | 59
COc1ccc(-c2ccc(=O)n(CCCNC(=O)c3cccs3)n2)cc1 | 68
CCCSc1nc(=O)c2cccnc2n1-c1ccc(OC)cc1 | 58
